Compound activity as filed in PubChem BioAssay.
TLR4-MyD88 BLA: TLR4-MyD88 interaction inhibition in cells. O00206+Q99836. HeLa CL3-4 TLR4/MyD88 BLA complementation, FRET ratio. inhibition, % at 8.4 µM. 200,000 compounds, 0.18% hits. AID 861; in the data active = inhibition above about 25%;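 also: 0% = vehicle and 100% = reference inhibitor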
Target sequence (O00206 whole entry, looked up): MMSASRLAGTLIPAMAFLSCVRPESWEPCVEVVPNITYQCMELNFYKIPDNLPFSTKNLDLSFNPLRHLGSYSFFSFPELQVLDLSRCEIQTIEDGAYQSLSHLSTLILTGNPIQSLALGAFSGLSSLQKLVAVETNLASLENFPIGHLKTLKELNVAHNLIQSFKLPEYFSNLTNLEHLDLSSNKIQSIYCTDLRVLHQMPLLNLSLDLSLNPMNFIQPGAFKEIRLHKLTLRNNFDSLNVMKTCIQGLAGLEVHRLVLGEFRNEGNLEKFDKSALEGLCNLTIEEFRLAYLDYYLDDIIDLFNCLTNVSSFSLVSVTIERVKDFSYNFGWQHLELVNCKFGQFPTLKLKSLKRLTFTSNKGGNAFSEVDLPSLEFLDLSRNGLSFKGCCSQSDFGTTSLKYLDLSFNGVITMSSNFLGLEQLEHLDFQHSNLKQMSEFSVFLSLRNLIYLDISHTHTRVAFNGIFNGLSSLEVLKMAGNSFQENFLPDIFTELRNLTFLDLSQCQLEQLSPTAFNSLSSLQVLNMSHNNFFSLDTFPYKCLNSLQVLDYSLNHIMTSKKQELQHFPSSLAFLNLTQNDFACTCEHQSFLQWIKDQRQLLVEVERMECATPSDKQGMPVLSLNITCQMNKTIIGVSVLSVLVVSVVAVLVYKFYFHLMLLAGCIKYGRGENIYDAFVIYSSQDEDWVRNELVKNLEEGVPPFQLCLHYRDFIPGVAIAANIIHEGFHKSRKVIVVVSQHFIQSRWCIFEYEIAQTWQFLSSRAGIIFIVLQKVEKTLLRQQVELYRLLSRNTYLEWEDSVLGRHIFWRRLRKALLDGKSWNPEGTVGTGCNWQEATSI
Target sequence (Q99836 whole entry, looked up): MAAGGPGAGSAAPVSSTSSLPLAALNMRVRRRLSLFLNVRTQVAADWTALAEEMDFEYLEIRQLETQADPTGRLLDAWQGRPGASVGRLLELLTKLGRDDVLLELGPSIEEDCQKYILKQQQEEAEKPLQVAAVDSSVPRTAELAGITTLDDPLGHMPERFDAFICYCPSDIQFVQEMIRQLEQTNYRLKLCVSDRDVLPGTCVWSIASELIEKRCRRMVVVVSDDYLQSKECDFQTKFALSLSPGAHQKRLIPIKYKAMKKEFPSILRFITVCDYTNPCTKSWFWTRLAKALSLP
STAT1 activator: increases IFN-gamma driven STAT1 reporter signal. 200,000 compounds, 2.6% hits. AID 932. NIH 3T3 STAT1-luciferase reporter, luminescence; 100% = IFN-gamma alone, no compound. activation (% of control), % at 5.5 µM;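 active = activation above the screen-wide mean activation plus 3 SD, cut at about 130% in these data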;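 also: raw ratio to IFN-gamma control signal so 100% means no change and 0% no light; values of inactives mirror those of a sister screen read the other way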
Diaphorase act: activates diaphorase or chemically reduces, flagging diaphorase assay artifacts | Diaphorase/resazurin coupled assay, resorufin fluorescence, 16 min; hits give high values; 1 = vehicle wells, 0 = NADH-free wells | activation factor at 20 µM | 190,000 compounds, 0.005% hits | AID 1229;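 active = diaphorase activity raised at least twofold by the compound at 20 µM; inactive = activation factor below 2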
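Measured by – red resorufin fluorescence at 544/590 nm excitation/emission · Test system – Clostridium kluyveri diaphorase, purified enzyme · Incubation – reaction time 16 min, room temperature · Buffer or medium – 50 mM HEPES pH 7.4 with 4.542 mM MgCl2, 0.005% Tween 20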
STAT1 blocker: STAT1 signaling inhibition; NIH 3T3 STAT1-luciferase reporter, IFN-gamma, luminescence; inhibition, % at 5.5 µM; 200,000 compounds, 0.35% hits; AID 920;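 active = inhibition above a set limit, the mean inhibition across all tested compounds plus 3 SD, cut at about 34% in these data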;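 also: 0% = IFN-gamma with DMSO and 100% = IFN-gamma with 300 µM nifuroxazide; values of inactives mirror those of a sister screen read the other way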
Hsp70 act: transcriptional activators of Hsp70 | HeLa Hsp70 promoter luciferase reporter, luminescence; scaled: vehicle 0, proteasome-inhibitor control 100% | activation, % at 10 µM | 200,000 compounds, 0.04% hits | AID 1203;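 active = activation above the mean across all tested compounds plus 3 SD, cutoff set per campaign, cut at about 5.5% in these data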;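 also: 100% = MG132 at 30 µM as the positive control and 0% = DMSO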
STAT3 act: STAT3 signaling activation; U3A cells, IL-6 STAT3-luciferase reporter, luminescence; 100% = signal with IL-6 EC80 alone; AID 871; activation (% of control), % at 5.6 µM; 190,000 compounds, 0.91% hits;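 active = activation above the screen-wide mean of compound activation plus 3 SD, cut at about 130% in these data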;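 also: 0% = background luminescence of wells with medium and substrate only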
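Detection: reporter luminescence signal / Assay system: STAT1-lacking human U3A cells, STAT3 luciferase reporter / Incubation: compound pre-incubation 1 h before IL-6, then 6 h stimulation at 37 °C / Control set: IL-6-only high control / Read-out: % activation relative to IL-6 control / Probe or stimulus: Interleukin-6, 33 ng/mL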
APP transl inh: APP translation inhibition; SH-SY5Y APP 5'UTR-luciferase reporter, luminescence; inhibition, % at 2 µM; 190,000 compounds, 0.82% hits;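 active = inhibition above a set limit, derived from the sample mean plus 3 SD, cut at about 45% in these data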; also: values of inactives mirror those of a sister screen read the other way
Diaph inh CS: inhibits diaphorase or chemically oxidizes, flagging diaphorase assay artifacts. inhibition, % at 20 µM. diaphorase resazurin-to-resorufin fluorescence, NADH, 16 min; bacterial (C. kluyveri) enzyme, not human. 190,000 compounds, 0.69% hits. AID 1217;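 active = primary screen inhibition at 20 µM above a set limit, cut at about 50% in these data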;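 also: plate controls were DMSO with full reaction for no effect and wells lacking NADH for full effect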
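Assay system – diaphorase enzyme from Clostridium kluyveri · Amount – diaphorase 0.14 U/mL (working solution) · Times – reaction incubation of 16 min at room temperature · Controls – No-NADH positive control and DMSO neutral control · Signal – resorufin fluorescence 544/590 nm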
G6PDH counter: counter-screen for G6PDH assay hits: L. mesenteroides G6PDH inhibition; inhibition, % at 5 µM; 200,000 compounds, 0.12% hits; Purified L. mesenteroides G6PDH, diaphorase/resazurin coupled fluorescence, 45 min; in the data active = inhibition above about 50%
STAT3 blocker: inhibitors of IL-6 induced STAT3 signaling; 190,000 compounds, 0.89% hits; AID 862; inhibition, % at 5.5 µM; U3A cells, IL-6 STAT3-luciferase reporter, luminescence; host cell line lacks STAT1;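 active = inhibition above the mean inhibition across all screened compounds plus 3 SD, cut at about 44% in these data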;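 also: 0% = DMSO only wells and 100% = 100 µM nifuroxazide control wells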
An asterisk follows results filed as active; x = no result given.

nr	Structure	TLR4-MyD88 BLA	STAT1 activator	Diaphorase act	STAT1 blocker	Hsp70 act	STAT3 act	APP transl inh	Diaph inh CS	G6PDH counter	STAT3 blocker
1	CC/C(C)=C1\SC(N2CCN(C(C)=O)CC2)=NC1=O	11	101	0.9	-1	-0.2	103	-10	11	10	2
2	Cc1ccccc1NC(=O)CSc1nc2c(c(-c3ccco3)c1C#N)CCCC2	-6	100	0.9	0	-0.1	94	-9	10	4	8
3	Cc1ccc(-c2cc(C(=O)N3CCCc4ccccc43)no2)cc1	13	137*	0.8	-42	0.3	97	-42	18	15	10
4	O=C(NCc1ccco1)C1CN(S(=O)(=O)c2ccccc2)CCN1S(=O)(=O)c1ccccc1 (centres undefined)	-5	103	0.8	-3	-0.2	102	-13	23	6	6
5	Cc1ccc(CCCOC(=O)C[N+]2(C)CCCC2)cc1	2	100	1	0	0.0	106	0	4	15	-10
6	COc1ccccc1-n1c(SCC(=O)c2ccc(O)cc2O)nc2cc([N+](=O)[O-])ccc21	-10	93	0.8	8	-0.6	107	4	17	10	-11
7	O=C(/C=C/c1ccc(O)c(O)c1)c1ccc(S(=O)(=O)N2CCCCCC2)cc1	-9	92	0.5	9	0.0	103	10	52*	6	-6
8	Cc1ccc(C)c(N2CCN(C(=O)CCCCn3c(=O)[nH]c4ccccc4c3=O)CC2)c1	7	89	0.6	12	-0.1	92	-8	36	-1	12
9	COc1ccc(C(=O)NCCCCCC(=O)N/N=C/c2ccco2)cc1OC	-6	102	0.9	-2	-0.6	110	-10	10	-2	-7
10	Cc1nn(-c2ccccc2)c(C)c1/C=N/N1CCN(c2ccccc2)CC1	-8	102	0.8	-3	-0.1	80	0	16	-47	29
11	Cc1nc(N2CCCCC2)c2c(C)c(C(=O)Nc3ccccc3C(F)(F)F)sc2n1	-5	102	0.7	-2	-0.2	96	-15	31	5	7
12	Cc1ccc(NC(=O)c2c(-c3ccccc3)noc2C)nc1	3	94	0.9	7	-0.3	102	16	13	10	0
13	O=C(CCC(=O)OCC(=O)c1ccccc1)NC1CCCCC1	1	102	0.8	-2	-0.5	106	10	15	0	-3
14	Cc1ccc(/C=C2/NC(=O)N(Cc3ccccc3)C2=O)o1	-3	96	0.7	4	-0.3	98	8	29	8	5
15	CCc1cccc(CC)c1NC(=O)COC(=O)CC1c2ccccc2CCN1S(=O)(=O)c1ccc(F)cc1 (centres undefined)	-12	98	0.8	3	0.1	107	6	23	-4	-12
16	COC(=O)c1cc(NC(=O)CN2CCOCC2)cc(C(=O)OC)c1	-6	90	0.9	10	0.2	93	3	14	1	12
17	CC1CCc2onc(C(=O)O)c2C1 (centres undefined)	-3	99	1	-1	-0.2	100	19	4	6	2
18	Cc1c(NC(=O)C(C)OC(=O)c2cccnc2)c(=O)n(-c2ccccc2)n1C (centres undefined)	0	107	0.9	-4	-0.2	100	-7	8	7	-2
19	C=CCc1cccc(C=Nc2ccc(Br)cc2)c1O	6	96	1.1	3	-0.4	101	16	-8	-1	0
20	O=C(CSC1=NCCS1)Nc1ccccc1F	-2	108	0.8	-8	-0.2	103	-9	20	12	0
21	CCOP(=O)(OCC)C(Nc1cccc(C(F)(F)F)c1)c1ccc(C)cc1 (centres undefined)	-5	93	0.8	8	-0.1	95	-11	20	26	8
22	CCOc1ccc(NC(=O)CN(C)c2nnnn2-c2ccccc2)cc1OCC	-12	103	1.1	-3	-0.1	98	16	-7	10	6
23	CCc1cccc(NC(=O)C2CCCN(S(=O)(=O)c3c(C)[nH]c(=O)[nH]c3=O)C2)c1 (centres undefined)	5	96	0.9	2	-0.1	102	11	7	2	-3
24	CC(=O)Nc1cccc(NC(=O)C2CC(=O)N(c3ccc(C)cc3)C2)c1 (centres undefined)	3	97	0.9	4	-0.3	98	-11	8	-10	6
25	S=C(Nc1ccc(Cl)c(Cl)c1)NC1CCN(Cc2ccccc2)CC1	1	96	0.9	4	-0.2	96	x	9	1	10

Whole records from above:
COc1ccc(C(=O)NCCCCCC(=O)N/N=C/c2ccco2)cc1OC across the screens: TLR4-MyD88 BLA: -6; STAT1 activator: 102; Diaphorase act: 0.9; STAT1 blocker: -2; Hsp70 act: -0.6; STAT3 act: 110; APP transl inh: -10; Diaph inh CS: 10; G6PDH counter: -2; STAT3 blocker: -7
S=C(Nc1ccc(Cl)c(Cl)c1)NC1CCN(Cc2ccccc2)CC1 across the screens: TLR4-MyD88 BLA: 1; STAT1 activator: 96; Diaphorase act: 0.9; STAT1 blocker: 4; Hsp70 act: -0.2; STAT3 act: 96; APP transl inh: x; Diaph inh CS: 9; G6PDH counter: 1; STAT3 blocker: 10
Cc1ccc(-c2cc(C(=O)N3CCCc4ccccc43)no2)cc1 across the screens: TLR4-MyD88 BLA: 13; STAT1 activator: 137*; Diaphorase act: 0.8; STAT1 blocker: -42; Hsp70 act: 0.3; STAT3 act: 97; APP transl inh: -42; Diaph inh CS: 18; G6PDH counter: 15; STAT3 blocker: 10

By substructure: the entries above containing a furan ring, fused or not (four)
nr	Structure	TLR4-MyD88 BLA	STAT1 activator	Diaphorase act	STAT1 blocker	Hsp70 act	STAT3 act	APP transl inh	Diaph inh CS	G6PDH counter	STAT3 blocker
2	Cc1ccccc1NC(=O)CSc1nc2c(c(-c3ccco3)c1C#N)CCCC2	-6	100	0.9	0	-0.1	94	-9	10	4	8
4	O=C(NCc1ccco1)C1CN(S(=O)(=O)c2ccccc2)CCN1S(=O)(=O)c1ccccc1 (centres undefined)	-5	103	0.8	-3	-0.2	102	-13	23	6	6
9	COc1ccc(C(=O)NCCCCCC(=O)N/N=C/c2ccco2)cc1OC	-6	102	0.9	-2	-0.6	110	-10	10	-2	-7
14	Cc1ccc(/C=C2/NC(=O)N(Cc3ccccc3)C2=O)o1	-3	96	0.7	4	-0.3	98	8	29	8	5

The results go on.
nr	Structure	TLR4-MyD88 BLA	STAT1 activator	Diaphorase act	STAT1 blocker	Hsp70 act	STAT3 act	APP transl inh	Diaph inh CS	G6PDH counter	STAT3 blocker
26	CNC(=S)N1N=C(c2ccc(OC)cc2)CC1c1ccc(N(C)C)cc1 (centres undefined)	1	107	0.8	-7	-0.4	105	2	19	-3	-5
27	CC(=O)Nc1nn(C)c2nc3cc(C)ccc3cc12	9	107	0.9	-7	0.6	86	6	13	2	20
28	N#C/C=C(/c1ccc(F)cc1)N1CCOCC1	-19	100	0.8	-2	-0.3	90	-9	21	4	20
29	COC(=O)c1sccc1NC(=O)Cn1nnc(-c2ccccc2C)n1	-3	102	1	-4	-0.1	94	-8	3	9	10
30	Cc1noc(C)c1COc1cccc(C(=O)Nc2ccc3c(c2)OCO3)c1	-11	106	0.9	-9	-0.1	101	-7	13	1	7
31	CC(=O)Nc1c(Cl)cc([N+](=O)[O-])c2ccccc12	11	98	0.8	2	-0.1	93	11	15	0	12
32	CCOc1ccc(NC(=O)Cc2ccccc2)cc1	-15	135*	1	-38	-0.2	109	-41	-3	7	-6
33	O=C1c2ccccc2C(=O)C12Cc1ccccc1N1CCN(c3ccccc3)CC12 (centres undefined)	-10	93	0.9	7	0.7	103	2	11	-1	-1
34	O=C(CCCN1C(=O)c2ccccc2C1=O)Nc1ccccc1C(=O)N1CCOCC1	15	90	1	11	0.1	92	8	1	4	14
35	Cc1ccc(C(=O)N[C@@H](C)CN2C3=NC[C@H](C(C)C)N3C[C@H]2Cc2ccc(O)cc2)cc1Br	1	107	1	-6	-0.1	x	10	4	0	x
36	COc1ccc([N+](=O)[O-])cc1NC(=O)C(C)N(C)Cc1cccc(OC)c1OC (centres undefined)	5	93	0.8	8	-0.2	93	-10	19	-12	12
37	COc1ccc(-c2nc3cc(NC(=S)NC(=O)Cc4ccccc4)ccc3o2)cc1	-2	102	1	-2	-0.5	90	-69	0	-11	9
38	CS(=O)(=O)c1ccc2nc(NC(=O)c3cc(-c4ccccc4)nn3-c3ccccc3)sc2c1	-15	102	0.8	-2	-0.2	109	9	20	20	-6
39	Cc1cc(C)cc(NC(=S)N(Cc2cccc(Br)c2)CC2CCC(C(=O)O)CC2)c1 (centres undefined)	-4	99	0.8	1	-0.2	99	3	18	1	3
40	CCCCn1cnc2c1c(=O)n(C)c(=O)n2C	16	104	1	-4	-0.3	105	-17	-2	3	-2
41	COc1ccccc1N(CC(=O)NCCC1=CCCCC1)S(=O)(=O)c1ccccc1	-24	101	0.8	-1	-0.1	112	14	21	1	-4
42	CCOc1ccccc1NC(=O)COC(=O)CSc1ccc(Cl)cc1	-10	99	0.8	1	-0.3	90	0	24	-1	12
43	CCOC(=O)c1cc(C(=O)OCC)c2ccccn2c1=O	7	97	0.9	3	-0.2	98	20	10	-14	3
44	Cc1ccc(C)c(C(=O)NC2CC(C)(C)NC(C)(C)C2)c1	2	99	1	1	-0.2	104	-1	-4	2	0
45	CC1=C(C)CC(C(=O)c2ccc(C)cc2)C(C(=O)O)C1 (centres undefined)	8	100	1	0	-0.4	100	1	2	-5	-3
46	Cc1cccc(C)c1NC1=NC(=S)N(c2ccc(C(=O)O)cc2)C12CCCCC2	4	105	0.9	-5	0.0	112	19	9	9	-12
47	O=C(c1ccc(Cl)c(S(=O)(=O)N2CCCC2)c1)N1CCN(c2ccccn2)CC1	-13	108	1	-9	-0.6	98	6	2	-2	1
48	O=c1/c(=C/c2cn(-c3ccccc3)nc2-c2ccc(F)cc2)sc2nc3ccccc3n12	-7	95	0.8	6	0.1	101	-13	21	0	4

Structures listed above printed as active in STAT1 activator:
nr | Structure | TLR4-MyD88 BLA | STAT1 activator | Diaphorase act | STAT1 blocker | Hsp70 act | STAT3 act | APP transl inh | Diaph inh CS
3 | Cc1ccc(-c2cc(C(=O)N3CCCc4ccccc43)no2)cc1 | 13 | 137* | 0.8 | -42 | 0.3 | 97 | -42 | 18
32 | CCOc1ccc(NC(=O)Cc2ccccc2)cc1 | -15 | 135* | 1 | -38 | -0.2 | 109 | -41 | -3
